Bioassay records from PubChem BioAssay.
Pol kappa inh = DNA polymerase kappa (human) inhibition | purified Pol kappa, fluorescent DNA synthesis assay, 10 min | 0.53% of 400,000 active | Q9UBT6 | Potency, µM (top dose mostly 107 µM), inactives show at the top dose activity, negative = inhibition, usual class: inhibitors | AID 588579; note: potency is the fitted concentration of half-maximal effect; % is set by controls: 0 for no effect and ±100 for the full control effect
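Pol kappa 10 nM + cpd, 15 min RT; start w/ substrate 50 nM final; fluorescence kinetic read, 0 and 10 min. Neg ctrl: buffer, no enzyme.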
Pol beta inh = DNA polymerase beta (human) inhibition | Pol beta primer extension/strand displacement, fluorescence kinetic | Potency, µM (titrated, usually from 114 µM), inactives show at the highest dose activity change, negative = inhibition, actives largely listed as inhibitors | 1.3% of 340,000 active; note: potency is the fitted concentration of half-maximal effect; % is set by controls: 0 for no effect and ±100 for the full control effect
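Reaction started by 50 nM substrate onto compound-treated Pol beta (10 nM, 15 min preincubation, room temperature); plates read at 0 min and 10 min. Normalized concentration-effect data fitted by four-parameter Hill equation.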
Pol iota inh = blocks human DNA polymerase iota activity; AID 588590; Pol iota fluorescent replication assay, 10 min; 1% of 390,000 active; Potency, µM (highest dose often 115 µM), for the others: at the highest dose activity, negative = inhibition, hits mostly inhibitors; note: potency is the fitted concentration of half-maximal effect
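Fluorescent replication assay read twice, at 0 min and 10 min after adding 50 nM (final) substrate. Enzyme (10 nM) and compounds were first incubated 15 min at room temperature; enzyme-free buffer wells were negative controls.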
GRP78 ERSR act = inducers of ER stress response in human glioma cells; Potency, µM, for the others: top-dose activation, actives largely listed as activators; U87-MG GRP78 promoter luciferase reporter, 16 h; 0.02% of 420,000 active; AID 602332; note: potency is the fitted concentration of half-maximal effect; series mostly up to about 76 µM; % of control where 0% means no effect; nearly all actives have a fitted effect of over 35% in size
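ERSR induction read as luciferase luminescence (Bright-Glo, 10 min at room temperature) in stably transfected human U87-MG glioma cells exposed to compounds for 16 h, using GRP78 as sensor.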
Anesthetic bind = candidate novel general anesthetic via apoferritin binding; P02791; apoferritin/1-aminoanthracene competitive binding, fluorescence; Potency, µM (titrated, usually from 77.5 µM), for the others: at the highest dose activity change, negative = displacement, hits mostly inhibitors; 0.074% of 350,000 active; note: potency is the fitted concentration of half-maximal effect; % is set by controls: 0 for no effect and ±100 for the full control effect; nearly all actives have a fitted effect of over 20% in size
Target sequence (P02791 2-175 limits assumed): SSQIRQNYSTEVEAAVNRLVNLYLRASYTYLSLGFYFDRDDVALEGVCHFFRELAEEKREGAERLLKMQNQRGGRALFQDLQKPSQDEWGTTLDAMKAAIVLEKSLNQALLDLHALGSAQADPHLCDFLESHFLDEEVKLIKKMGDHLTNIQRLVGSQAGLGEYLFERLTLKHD
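Apoferritin-based anesthetic binding model; compound displacement of fluorescent 1-AMA measured as endpoint fluorescence after 10 minutes at room temperature, scaled to free-ligand and complex controls.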
LDHA block = LDHA (human) enzyme inhibition; P00338; purified LDHA, NADH/diaphorase-resazurin fluorescence; stronger effect = lower value; activity change, % (values are at about 110 or 230 µM); 0.15% of 480,000 active; in the data active = activity change below about -30%; inconclusive = mostly about -25% to -30%;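 note: plate controls were DMSO wells for no effect and wells without enzyme for full effect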
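Remaining NADH was detected by diaphorase (0.133 mg/mL) converting 37 µM resazurin to fluorescent resorufin, read at 0 and 20 minutes. The preceding 5-minute room-temperature reaction used 2 nM LDHA, 0.2 mM sodium pyruvate and 0.06 mM NADH at pH 7.4.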
APE1 inh = APE1 (human) endonuclease inhibition. P27695. recombinant APE1, TAMRA/BHQ-2 abasic DNA cleavage fluorescence. Potency, µM (top dose mostly 65.8 µM), inactives show at the top dose activity change, negative = inhibition, hits mostly inhibitors. 0.35% of 350,000 active;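 note: potency is the fitted concentration of half-maximal effect; plate controls were vehicle for no effect and reference inhibitor for full effect; nearly all actives have a fitted effect of over 55% in size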
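Measures dequenching upon AP-site incision of a 5'-TAMRA/3'-BHQ-2 THF-containing duplex, 50 nM; human APE1 0.75 nM after 15 min room-temperature exposure to compound; kinetic three-point read at one-minute spacing.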
Pol eta inh = blocks human DNA polymerase eta activity. AID 588591. Q9Y253. Potency, µM (top dose mostly 114 µM), for inactives: at the highest dose activity change, negative = inhibition, usual class: inhibitors. 1.2% of 390,000 active. recombinant Pol eta, fluorescent DNA replication assay; note: potency is the fitted concentration of half-maximal effect; % is set by controls: 0 for no effect and ±100 for the full control effect
Target sequence (Q9Y253 whole entry, looked up): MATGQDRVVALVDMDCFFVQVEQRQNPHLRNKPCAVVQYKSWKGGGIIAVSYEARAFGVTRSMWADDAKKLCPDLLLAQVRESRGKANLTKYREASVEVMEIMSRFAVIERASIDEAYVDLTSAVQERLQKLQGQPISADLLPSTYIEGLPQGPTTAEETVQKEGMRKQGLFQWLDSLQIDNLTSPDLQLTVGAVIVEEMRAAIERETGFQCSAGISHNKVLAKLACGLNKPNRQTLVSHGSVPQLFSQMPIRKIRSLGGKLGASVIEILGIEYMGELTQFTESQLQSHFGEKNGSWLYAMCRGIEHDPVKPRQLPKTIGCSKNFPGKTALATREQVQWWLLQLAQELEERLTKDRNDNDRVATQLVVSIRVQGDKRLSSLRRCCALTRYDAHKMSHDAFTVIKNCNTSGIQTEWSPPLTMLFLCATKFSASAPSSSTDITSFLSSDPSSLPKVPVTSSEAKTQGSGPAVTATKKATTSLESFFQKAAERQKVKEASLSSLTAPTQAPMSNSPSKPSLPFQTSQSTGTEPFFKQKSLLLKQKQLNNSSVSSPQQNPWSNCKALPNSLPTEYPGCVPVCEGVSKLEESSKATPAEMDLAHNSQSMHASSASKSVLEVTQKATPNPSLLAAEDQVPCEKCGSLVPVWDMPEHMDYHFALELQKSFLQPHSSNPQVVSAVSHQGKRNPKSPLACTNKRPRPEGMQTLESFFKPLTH
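Pol eta (10 nM) was preincubated with compounds for 15 min at room temperature, after which fluorescent replication substrate (50 nM final) was added to start the reaction. Fluorescence was read kinetically at 0 and 10 min.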
BLM helicase inh = blocks DNA unwinding by human BLM helicase; P54132; recombinant BLM DNA unwinding, fluorescence dequenching; Potency, µM (titrated, usually from 56.1 µM), for inactives: at the highest dose activity change, negative = inhibition, actives largely listed as inhibitors; 0.2% of 350,000 active;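 note: potency is the fitted concentration of half-maximal effect; plate controls were vehicle for no effect and no enzyme for full effect; nearly all actives have a fitted effect of over 35% in size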
* = called active by the depositor; u = inconclusive; x = no result given; [ ] = another dose, or the depositor's remark. Unless noted, calls come from the whole dose curve; as a rule, active = well fitted curve in the direction sought with a large enough effect; inconclusive = small, poorly fitted or top-dose-only effect, or another doubt; inactive = no such curve, though single readings can be large; an effect the other way counts as inactive or inconclusive. This is a subset; the hit share may differ from the screen's.

Values run as follows: Pol kappa inh | Pol beta inh | Pol iota inh | GRP78 ERSR act | Anesthetic bind | LDHA block | APE1 inh | Pol eta inh | BLM helicase inh
CCOc1ccc(N(CC(=O)Nc2ccccc2CC)S(=O)(=O)c2c(C)[nH]c(=O)[nH]c2=O)cc1
    -9% | 0% | 18% | 0% | -4% | -4 | x | -7% | 2%
COc1cccc(-n2c(SCC(N)=O)nnc2-c2c[nH]c3ccccc23)c1
    14% | 10% | -3% | 2% | -3% | 1 | 5% | -7% | -4%
CC(=O)c1ccc(S(=O)(=O)N2CCN(CC(=O)Nc3ccccc3C(=O)NC3CC3)CC2)cc1
    -6% | x | 12% | -7% | x | -6 | -1% | -7% | x
Cc1cc(NC(=O)Cc2ccccc2)c2ccccc2n1
    -8% | -13% | 19% | -4% | -8% | -6 | u | -12% | -1%
CCCC(=O)OCCNc1cc(SCCC(=O)OC)c2nonc2c1[N+](=O)[O-]
    -25% | -23% | -13% | -14% | -2% | 6 | 7% | u | -3%
Cc1cc(S(=O)(=O)N2CCN(Cc3ccc4c(c3)OCO4)CC2)cc(C)c1N1CCCC1=O
    19% | -1% | -16% | -3% | -1% | 2 | -2% | -5% | 0%
CC[C@H](C)[C@@H](C(=O)NCCCCCCCCCCC(=O)N1CCNCC1)n1cc(CCCCN=C(N)N)nn1
    0% | x | u | 0% | x | -4 | 30% | -26% | x
Cc1cccc(C(=O)OCC(=O)c2ccc3c(c2)OCCO3)c1O
    -5% | x | -2% | 17% | x | -4 | 9% | -11% | x
COC(=O)CSc1nc(N)c(NC(=O)c2ccc(OC)c(OC)c2)c(=O)[nH]1
    -5% | 3% | 19% | -4% | 13% | -9 | -3% | -18% | -1%
Cc1csc(NC(=O)CSc2nc3sc(C)c(C)c3c(=O)[nH]2)n1
    -29% | u | u | 3% | -9% | -6 | 22% | 1% | -5%
O=C(c1ccc(CS(=O)(=O)c2ccc(Br)cc2)o1)N1CCOCC1
    -2% | 13% | -10% | -3% | -11% | -2 | -7% | -12% | -1%
COc1ccccc1NC(=O)CN1CCN(c2ccccc2)CC1
    -5% | 26% | -5% | -3% | -10% | -1 | -5% | -5% | -3%
Cc1cc(C)n(-c2ccc(C(=O)OCC(=O)Nc3cc(Cl)ccc3[N+](=O)[O-])cc2)n1
    -14% | 0% | 0% | -1% | -5% | -9 | 1% | -7% | 0%
CCn1nc(CC(C)C)cc1C(=O)N1CCCC(Nc2ccc(F)cc2)C1 (stereo unspecified)
    -10% | 5% | -4% | -1% | -14% | 6 | -13% | -18% | -13%
Cc1cccc(NC(=O)NCCCCc2ccccc2)c1
    -4% | -9% | 6% | 4% | -9% | -10 | -13% | -4% | -11%
COc1ccccc1CN1CCN(Cc2nc(-c3cccs3)no2)CC1
    12% | -4% | 32%[activator] | 9% | -14% | -4 | 5% | -10% | -1%
CCOC(=O)c1cnn2c(C(F)(F)F)cc(-c3ccc(Br)cc3)nc12
    0%[60.1 µM] | 29% | 14% | -3% | 4% | -3 | x | 7% | -2%
COc1ccc(CCNC(=O)C2CCCN2C(=O)Nc2ccccc2)cc1OC (stereo unspecified)
    -1% | 7% | 20% | -2% | -3% | -4 | 36% | 2% | 1%
Cn1cc(CNC(=O)c2cc(-c3ccccc3)nc3ccc(Br)cc23)cn1
    -5% | 6% | 111%[activator] | -2% | -3% | -8 | 4% | -20% | 1%
Cc1ccc(Nc2nc3ccccc3s2)cc1
    -6% | -1% | 9% | 0% | -23% | -7 | 0% | -19% | -1%

The final 3 entries of the section before come first, to join the parts.
Values run as follows: Pol kappa inh | Pol beta inh | Pol iota inh | GRP78 ERSR act | Anesthetic bind | LDHA block | APE1 inh | Pol eta inh | BLM helicase inh
COc1ccc(CCNC(=O)C2CCCN2C(=O)Nc2ccccc2)cc1OC (stereo unspecified)
    -1% | 7% | 20% | -2% | -3% | -4 | 36% | 2% | 1%
Cn1cc(CNC(=O)c2cc(-c3ccccc3)nc3ccc(Br)cc23)cn1
    -5% | 6% | 111%[activator] | -2% | -3% | -8 | 4% | -20% | 1%
Cc1ccc(Nc2nc3ccccc3s2)cc1
    -6% | -1% | 9% | 0% | -23% | -7 | 0% | -19% | -1%
N=C(N)N1CCc2ccccc21
    -2% | -5% | 47%[activator] | -2% | -2% | 2 | -1% | -16% | 0%
O=C(CN1C(=O)/C(=C/c2ccccc2F)Sc2ccccc21)NCc1cccnc1
    -25% | -4% | u | -3% | -13% | 0 | 20% | -11% | -6%
O=C(NCCN1CCc2ccccc2C1)C1CCN(S(=O)(=O)N2CCC3(CC2)OCCO3)CC1
    -3%[60.1 µM] | 8% | u | -1% | -9% | -3 | 1% | 3% | 0%
Cn1cccc1/C=C1\SC(=Nc2ccc(O)cc2)NC1=O
    -4% | u | -8% | 3% | 4% | -5 | 1% | -1% | -8%
COc1cccc(NC(=O)c2ncn[nH]2)c1
    4% | 3% | u | -4% | 8% | -2 | 1% | 2% | -1%
O=C(NNc1c(Cl)cc(Cl)cc1Cl)c1n[nH]c(=O)c2ccccc12
    7% | 12% | 7% | -2% | -2% | -2 | u | -10% | 1%
O=C1NC(=O)c2cc(Oc3ccc([N+](=O)[O-])cc3)ccc21
    6% | 40% | 3% | -6% | -6% | -9 | 16% | -5% | -3%
CSc1nc(N(C)NC(=O)c2ccc(Cl)cc2)c2ccccc2n1
    -8% | -10% | 11% | -5% | 5% | -12 | -3% | -8% | -3%
NC(=O)c1ccc(NC(=O)CNC(=O)c2sc3ccccc3c2Cl)cc1
    -13% | x | -26% | -1% | x | -18 | -12% | 0% | x
COc1ccccc1C(=O)NNC(=O)c1ccc(NC(=O)CC(C)C)cc1
    15% | 16% | 59%[activator] | -5% | -6% | 2 | -2% | -7% | -4%
CC(C)n1c(=N)c(C(=O)NCc2ccccc2)cc2c(=O)n3ccccc3nc21
    9% | 15% | 13% | -2% | 73%[activator] | -3 | x | -10% | -7%
FC(F)(F)c1cc(N2CCNCC2)c2ccccc2n1
    -8% | -2% | -2%[58.9 µM] | -4% | 4% | -6 | 15% | -15% | 1%
COc1ccc(CCNC(=O)Cc2ccsc2)cc1
    -6% | -3% | 5% | 5% | -2% | -4 | 19% | -9% | 2%
Cc1ccc(NC(=O)c2ocnc2C)cc1Cl
    -11% | 9% | 7% | 7% | -19% | 1 | 14% | -4% | -1%
CCOC(=O)c1c(C)[nH]c(C)c1S(=O)(=O)NCCCN1CCOCC1
    -14% | 0% | 28% | -4% | 0% | -5 | -8% | -15% | 0%
COc1cccc(N=Nc2c(C)[nH]n(-c3ccccc3)c2=O)c1
    3% | -4% | 27% | 3% | -19% | 1 | 1% | -13% | -12%
COc1ccccc1NC(=O)CSc1nc2ncccc2[nH]1
    -7% | 35µM* | 28% | -4% | -19% | -7 | -2% | -8% | -1%
O=C(CSc1nnnn1Cc1ccccc1)c1ccc(F)cc1
    6% | -18% | -2% | 5% | -21% | -3 | 3% | -16% | -6%
CCCCCNc1nc2sc3c(c2c(=O)n1-c1cccc(Cl)c1)CCN(C)C3
    -14% | 19% | 161%[activator] | -5% | u | 11 | -5% | -6% | -2%
Cc1ccc2nc(SCC(=O)Nc3ccc(F)cc3F)nc(=O)n2c1
    -10% | x | 39%[activator] | -6% | x | -2 | 25% | -17% | x
OC[C@H]1OC(O)[C@@H](O)[C@@H](O)[C@H]1O (stereo partly specified)
    -6%[60.1 µM] | x | x | -3% | 4% | x | -5% | x | 4%
COc1ccc(OC)c(Nc2nc3ccccc3nc2-n2nc(C)cc2C)c1
    -9% | 36% | 33%[activator] | -4% | 7% | 0 | x | -19% | -12%
CN(CC(=O)Nc1ccc(C(N)=O)cc1)CC(=O)Nc1ccccc1Cl
    -14% | 2% | 9% | -3% | -3% | -3 | 3% | -12% | 3%
O=C(c1ccc([N+](=O)[O-])cc1)N1CCSC1c1ccc(Br)cc1 (stereo unspecified)
    3% | -19% | 60%[activator] | -5% | u | 1 | -1% | -17% | -10%
CC(=O)Nc1ccc(OS(=O)(=O)O)cc1
    14%[60.1 µM] | x | x | -7% | 8% | x | -8% | x | 0%
CCOc1ccc(S(=O)(=O)N2CCCCC2)cc1NC(=O)CN1C(=O)NC(C)(c2ccc(C)cc2)C1=O (stereo unspecified)
    -14% | x | u | -1% | x | 7 | -11% | u | x
O=C1CNC(=S)N1Cc1ccc(Cl)cc1
    -1% | -8% | 6% | 4% | 3% | 0 | 12% | -14% | -4%

3 compounds from above, arranged by SMILES length, highest first.
Values run as follows: Pol kappa inh | Pol beta inh | Pol iota inh | GRP78 ERSR act | Anesthetic bind | LDHA block | APE1 inh | Pol eta inh | BLM helicase inh
CCOc1ccc(S(=O)(=O)N2CCCCC2)cc1NC(=O)CN1C(=O)NC(C)(c2ccc(C)cc2)C1=O (stereo unspecified)
    -14% | x | u | -1% | x | 7 | -11% | u | x
COc1ccc(OC)c(Nc2nc3ccccc3nc2-n2nc(C)cc2C)c1
    -9% | 36% | 33%[activator] | -4% | 7% | 0 | x | -19% | -12%
O=C1CNC(=S)N1Cc1ccc(Cl)cc1
    -1% | -8% | 6% | 4% | 3% | 0 | 12% | -14% | -4%
